KOR beta-arrestin-1: KOR antagonists, beta-arrestin recruitment, cell-based, luminescence, uHTS (AID 1778) | KOR beta-arrestin recruitment, luminescence, antagonist mode; higher % means a stronger effect | one-dose inhibition, % at 10 µM; IC50 in µM for titrated hits | 0.091% of 290,000 active; note: strong numbers were not always called active
KOR beta-arrestin-2: kappa opioid receptor activators – cell-based, luminescence, uHTS, primary screen (AID 1777); activation, % at 10 µM; hits with a dose series show EC50 in µM; KOR beta-arrestin recruitment, luminescence; higher % means a stronger effect; 0.02% of 280,000 active; in the data active = activation above about 50%, passing the limit was not always enough; note: a part of the inactive calls stands beside numbers as strong as those of hits
MgcRacGAP inhibition: MgcRacGAP GTPase-activating activity inhibitors, confirmation, biochemical, ADP Hunter fluorescence. MgcRacGAP-stimulated Rac1 GTP hydrolysis, ADP Hunter fluorescence; higher % means a stronger effect; GST-tagged Rac1 F28L mutant substrate. inhibition, % at 30 µM; hits with a dose series show IC50 in µM. 0.6% of 340,000 active;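 active = first-screen hits whose inhibition reached a set limit at any dose in the follow-up dose series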;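 note: fluorescence reports GDP produced by GAP-driven GTP hydrolysis; strong numbers were not always called active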
GPR55 beta-arrestin: selective activators of receptor GPR55 – imaging, U2OS cells, beta-arrestin-GFP redistribution, primary screen (AID 1961); U2OS GPR55 beta-arrestin-GFP redistribution imaging; higher % means a stronger effect; activation, % at 10 µM, or EC50 in µM where a hit was titrated; 0.048% of 290,000 active;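 active = activation above 40% with more than 50 cells counted in the well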;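 note: U2OS osteosarcoma cells stably expressing GPR55 and beta-arrestin-GFP; plate controls were DMSO negative control for no effect and LPI positive control for full effect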
SV40 large T antigen: SV40 large T antigen inhibitors, biochemical (AID 1903); SV40 large T antigen ATPase/helicase inhibition assay; higher % means a stronger effect; inhibition, % at 20 µM; hits with a dose series show IC50 in µM; 0.39% of 310,000 active; in the data active = a potency from the dose series; note: strong numbers were not always called active
HEK293 NOD2/NF-kB: NOD2 signaling inhibitors, cell-based, luminescence, uHTS, HEK293 (AID 1566). HEK293 NOD2/NF-kB luciferase reporter, luminescence; higher % means a stronger effect. inhibition, % at 4 µM; hits with a dose series show EC50 in µM. 0.63% of 290,000 active; note: many of its hits are not listed in these tables
GPR55 LPI antagonism: GPR55 antagonists blocking LPI-driven arrestin recruitment, primary screen, imaging, U2OS, beta-arrestin-GFP, LPI agonist (AID 2013). 0.13% of 290,000 active. inhibition, % at 10 µM; hits with a dose series show IC50 in µM. U2OS GPR55 beta-arrestin-GFP translocation imaging, LPI antagonism; higher % means a stronger effect;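 active = spots per cell inhibited over 60%, with over 100 cells counted and total cytoplasm intensity under 500,000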;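 note: U2OS cells stably carrying GPR55 and arrestin-GFP stimulated by 5 µM LPI near EC80; imaged beta-arrestin-GFP aggregate spots per cell after agonist stimulation; plate controls were LPI-stimulated DMSO wells for no effect and DMSO wells without LPI for full effect; some results filed as inactive read as strong as hits; confirmed hits need IC50 under 10 µM and bright autofluorescent wells are also inconclusive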
NOD1 inhibition: inhibition of NOD1-driven NF-kB reporter – cell-based, luminescence, uHTS, primary screen (AID 1578). NOD1-driven NF-kB luciferase reporter cells, luminescence; higher % means a stronger effect. inhibition, % at 4 µM; hits with a dose series show EC50 in µM. 1% of 290,000 active; in the data active = inhibition mostly above about 36%, no sharp cut-off; inactive = mostly below about 34%;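 note: HEK-293T reporter cells stimulated with the NOD1 agonist gamma-tri-DAP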
HIV fusion peptide: cell-free HIV fusion peptide-binding blockers – biochemical, uHTS, fluorescence dequenching, primary screen (AID 1986); cell-free peptide binding, fluorescence dequenching, 30 min; higher % means a stronger effect; inhibition, % at 20 µM; hits with a dose series show IC50 in µM; 0.3% of 290,000 active; in the data active = inhibition mostly above about 52%, no sharp cut-off; inactive = mostly below about 76%; note: some results filed as inactive read as strong as hits
* marks the source's active call; other numbers are inactive results; . = no result given; [ ] = another dose, or the depositor's remark. Cut-off read from the data, not from the text of the source, unless noted: active = inhibition above about 50%; inactive = the rest.

SMILES | KOR beta-arrestin-1 | KOR beta-arrestin-2 | MgcRacGAP inhibition | GPR55 beta-arrestin | SV40 large T antigen | HEK293 NOD2/NF-kB | GPR55 LPI antagonism | NOD1 inhibition | HIV fusion peptide
CCOC(=O)C1CCN(C(=O)CCCN2C(=O)c3ccccc3C2=O)CC1 | 28% | -2.7% | 6% | -0.1% | 3% | 1% | -8% | -11% | -0.2%
CCOC(=O)c1c(C(=O)OCC)c(C)n(CCc2ccccc2)c1C | 21% | 0.6% | 8% | -0.2% | 17% | 6% | 8% | -11% | -1.8%
Cc1ccc2c(c1)/C(=N/N1C(=O)c3ccccc3C1=O)C(=O)N2 | -17% | -1.1% | 11% | -0.1% | 10% | 13% | 12% | 0% | -0.5%
COc1ccc(-c2c(S(=O)(=O)c3ccccc3)cnn2-c2ccccc2)cc1 | -2% | -2.2% | -3% | 0.0% | 16% | 12% | 3% | -7% | 2.2%
N#C/C(=C\c1ccc(-c2ccc(F)cc2)o1)C(=O)Nc1nc(-c2cccs2)cs1 | -19% | -0.8% | 4% | -0.2% | 6% | -4% | -10% | -21% | 14%
COC(=O)c1ccc(Cl)c(NC(=O)CSc2ncn[nH]2)c1 | -1% | -3.6% | 11% | 0.1% | 1% | 1% | 0% | -5% | 0.6%
Cc1oc2c(c1C(=O)NC(Cc1c[nH]c3ccccc13)C(=O)O)CCCC2 (stereo not drawn) | -4% | -8.6% | 6% | 0.1% | 7% | 1% | 6% | -9% | -1.1%
Cc1ccc(-c2cc(C(=O)Nc3ccc(S(=O)(=O)Nc4ncccn4)cc3)c3ccccc3n2)cc1 | 3% | -3.7% | -3% | -0.2% | 2% | 12% | 11% | -16% | -3.2%
COc1ccc(C(=O)c2c[nH]c(C(=O)NCc3cccnc3)c2)cc1 | -24% | -2.6% | 4% | -0.2% | 5% | -2% | 10% | -36% | 2.5%
S=C(NCC1CCCO1)NC1CC1 (stereo not drawn) | -8%[20 µM] | -3.6% | 7% | 1.4% | 7% | -4% | 10% | -32% | -0.3%
CCCCOc1ccc(C(=O)N/N=C/c2cn[nH]c2-c2ccc(OC)c(OC)c2)cc1 | 1% | 2.0% | 8% | 0.2% | 10% | 17% | 13% | -2% | -2.2%
COc1ccc(C(=O)N2CC3(C)CC2CC(C)(C)C3)cc1 (stereo not drawn) | 7% | 1.4% | 1% | -0.1% | 2% | 19% | -13% | -13% | -0.3%
Cc1ccc(/C([O-])=C(/C(=S)NCc2ccco2)[n+]2ccccc2)cc1[N+](=O)[O-] | -3% | 2.1% | -8% | -0.3% | 12% | -7% | 15% | -42% | 29%
COc1ccc(N2Cc3cccc(C(=O)N4CCOCC4)c3C2=O)cc1 | -4% | -7.3% | 6% | -0.1% | -1% | 17% | 1% | -2% | 2.1%
COc1ccc(C)cc1NC(=S)NN1CCN(C)CC1 | -2% | -6.1% | 5% | 0.0% | 9% | 6% | -2% | -6% | -0.8%
CC(C)[C@H](NC(=O)c1ccccc1)C(=O)OCC(=O)c1ccc2c(c1)NC(=O)CO2 | -13% | . | -3% | 0.0% | 15% | 14% | 11% | 11% | -3.1%
Cc1c(C(N)=O)sc2ncn(CC(=O)OC(C)C)c(=O)c12 | 10% | 2.7% | 10% | 0.0% | 9% | 8% | 2% | -12% | -1.3%
COc1ccc(C(O)(CCC(C)C)C(CN2CCOCC2)c2ccc(Cl)cc2)cc1 (stereo not drawn) | 11% | -5.8% | 7% | 3.1% | 21% | -8% | 18% | -3% | 0.2%
CCNC(=S)N(CCc1c(C)[nH]c2ccc(OC)cc12)Cc1cccnc1 | 11% | 1.3% | 13% | -0.1% | 8% | 6% | 5% | 7% | -2.6%
COc1ccc(CCNc2nc3c(c(=O)n(C)c(=O)n3C)n2C)cc1OC | 18% | -2.3% | 2% | -0.1% | 9% | 5% | 0% | . | -2.5%
CCN(c1ccccc1)S(=O)(=O)c1cc(C(=O)Oc2ccc3c(C)cc(=O)oc3c2)ccc1C | 16% | 0.3% | 6% | 0.2% | 9% | 13% | 16% | 4% | 1.7%
COc1ccc(Cl)cc1NC(=O)CN1CCN(C(=O)N2CCOCC2)CC1 | 27% | -3.2% | 4% | 0.2% | 5% | -7% | 6% | -25% | 2.6%
COc1ccc(C(=O)NC(C)c2nnc(SCC(=O)NC3CCCCC3)n2C)cc1 (stereo not drawn) | 12% | 4.6% | 3% | 0.5% | 0% | -3% | 8% | -47% | 1.1%
CC(=O)NCCOc1ccc(C(=O)O)cc1 | -50% | 5.7% | 13% | 0.2% | -3% | 15% | 2% | -6% | -1.6%
O=C(NCc1ccc(F)cc1)C(=O)NCC1OCCCN1S(=O)(=O)c1cccs1 (stereo not drawn) | 12% | 2.1% | 5% | -0.1% | 5% | 3% | -3% | -3% | -0.7%
Cc1cc(C)nc(OC(=O)c2c(Cl)cc(Cl)cc2Cl)n1 | -47%[20 µM] | 0.3% | 2% | -0.1% | 6% | 38% | -3% | -9% | -0.3%
CC(C)OC(=O)NCCOC(=O)Nc1ccccc1Cl | 15% | -6.2% | 8% | -0.5% | 7% | -2% | -46% | -38% | -0.6%
Oc1ccc2[nH]cnc2c1CN1CCCCC1 | -75% | 0.7% | 11% | 1.4% | 18% | -8% | 5% | -5% | -0.6%
COc1cc(C(=O)NCC(=O)OCn2nnc3ccccc3c2=O)cc(OC)c1OC | -8% | -2.9% | 4% | -0.5% | 5% | 10% | -6% | -4% | -0.4%
CC(C)(C)C(=O)NC(=S)Nc1cc(C(F)(F)F)ccc1N1CCOCC1 | 12% | -4.0% | 6% | -0.1% | 27% | -4% | 20% | 9% | 1.5%
COC(=O)c1scc(C)c1NC(=O)C(Cl)c1ccccc1 (stereo not drawn) | -1% | 1.2% | 9% | -0.2% | 11% | 9% | 8% | -30% | -0.5%
CCOC(=O)c1cc(=O)cc(C(=O)OCC)o1 | 8% | -3.9% | 6% | -0.1% | -1% | 8% | 9% | 1% | 0.1%
O=C1C(Cl)=C(NCC2CCCO2)C(=O)N1Cc1ccccc1 (stereo not drawn) | -4% | -1.3% | 3% | -0.1% | 0% | -6% | -2% | -15% | 1.7%
CCOc1ccccc1C(=O)N/N=C/c1coc2ccc(Cl)cc2c1=O | -18% | -0.4% | 9% | 0.3% | 13% | 10% | 11% | 25% | 1.0%
OC(CN1C2=NCCN2c2ccccc21)c1ccccc1 (stereo not drawn) | 8% | 0.3% | 3% | 0.2% | 5% | 12% | 8% | 20% | 0.7%
CC(=O)Nc1ccc2c(c1)nc1n2CCN(C(C)c2ccccc2)C1 (stereo not drawn) | . | . | 4% | -0.1% | 12% | -3% | 0% | -20% | 0.6%
O=C(c1n[nH]c(=O)c2ccccc12)N1CCN(C2c3ccccc3-c3ccccc32)CC1 | -28% | 3.5% | 7% | 0.5% | 18% | 27% | 19% | 13% | -1.1%
O=C(Nc1ccc(N2CCOCC2)cc1)c1ccc(-c2ccccc2[N+](=O)[O-])o1 | 21%[20 µM] | -3.8% | 6% | -0.1% | 28% | 16% | 9% | -26% | -1.6%
COc1ccc(NC(C)C(=O)N/N=C/c2ccc([N+](=O)[O-])s2)cc1 (stereo not drawn) | -10% | -3.3% | 23% | 0.2% | 7% | 25% | -7% | -16% | -4.4%
CC(C)(C)C(=O)Nc1sc2c(c1C#N)CCC2 | -34% | 1.8% | 6% | 0.2% | 6% | 5% | 10% | -35% | -0.6%
Cc1cn(C2C=CC(CO)O2)c(=O)[nH]c1=O (stereo not drawn) | 20% | 15% | -4% | -0.3% | 3% | 0% | -5% | -30% | 1.9%
O=C(C[n+]1ccccc1)N/N=C/c1ccc(F)cc1 | -4% | -1.7% | . | -0.3% | 8% | 14% | -9% | -44% | -2.1%
Cc1ccc(CCNC(=O)C2CCCN(S(=O)(=O)c3cccs3)C2)cc1 (stereo not drawn) | 29% | -2.1% | -7% | 0.2% | 1% | 11% | 3% | 4% | -1.0%
Cc1cs/c(=N\N=C\c2ccccc2)n1Cc1ccco1 | 1% | 1.5% | 8% | -0.2% | 3% | -10% | -9% | 12% | -0.7%
CC(C)CCN1C(=O)c2ccc(C(=O)OCn3nnc4ccccc4c3=O)cc2C1=O | -12% | -2.2% | -1% | 0.0% | 3% | 11% | 1% | 2% | 0.0%
CCOC1OC(=O)C(Cl)=C1Nc1ccc(C)cc1C (stereo not drawn) | 28% | -6.2% | 7% | 0.2% | -4% | 18% | 20% | -20% | -1.4%
O=C(/C=C\c1ccc2c(c1)OCO2)NC1(C(=O)Nc2ccc3c(c2)OCCO3)CCCCC1 | -18% | 1.5% | 7% | -0.2% | 1% | 2% | -3% | 21% | -0.4%
Cn1c(CNc2cccc(Cl)c2)nnc1SCC(=O)OC1CCCCC1 | 21% | 3.8% | 5% | -0.1% | 1% | 15% | 10% | 0% | 2.7%
COc1ccc(CCNC(=O)CNCCc2ccc(F)cc2)cc1 | 16% | -2.6% | 26% | -0.1% | 7% | -5% | 3% | -9% | -1.0%
Cc1c(NC(=O)/C(C#N)=C/c2ccc(-c3ccccc3Cl)o2)c(=O)n(-c2ccccc2)n1C | 27% | 0.3% | -5% | 0.5% | 9% | 31% | 10% | 37% | -5.5%
Cc1ccc(-c2nnn(CC(=O)N(CC3CCCO3)C(C(=O)NC3CCCCC3)c3ccc(F)cc3)n2)o1 (stereo not drawn) | -17% | -0.8% | 6% | 0.3% | -2% | -5% | 16% | -20% | 5.5%
CC(=O)N1N=C(c2ccccc2)CC1c1ccc(F)cc1 (stereo not drawn) | -16%[20 µM] | -3.2% | 6% | 0.2% | 11% | -4% | 5% | -29% | 1.5%
CC(C)N(Cc1c(O)ccc2c(=O)c(-c3ccc(Cl)cc3)coc12)C(C)C | 0%[20 µM] | 2.3% | 9% | -0.2% | 10% | 8% | 13% | -37% | 20%
O=C1CSC(c2cccnc2)N1c1ccc(Cl)cc1 (stereo not drawn) | -9% | 1.2% | 4% | -0.2% | 3% | 17% | 22% | -26% | 0.6%
CC(=O)c1cccc(NC(=O)N2CCCC2C(=O)Nc2cc(C)ccc2C)c1 (stereo not drawn) | 22% | 5.1% | -3% | -0.1% | 22% | -7% | 1% | -4% | 1.0%
O=C(O)CCCC(=O)NCCCc1ccccc1 | . | -8.1% | 8% | -0.2% | 6% | 0% | 7% | 21% | -5.0%
COC(=O)c1ccccc1NC(=O)COC(=O)CO/N=C(\C)c1ccc2c(c1)OCO2 | -9% | 5.9% | 6% | 0.1% | 20% | 2% | 14% | -30% | 0.1%
CNC(=O)c1cc2cc(Cc3ccccc3Cl)ccc2oc1=O | -1%[20 µM] | -2.8% | 5% | -0.1% | 5% | 0% | 3% | -23% | 2.0%
COC(=O)c1ccc(Oc2cc(C)nc(SC)n2)cc1 | -31% | 4.2% | -1% | -0.1% | 7% | -21% | 24% | -31% | 1.0%

Screening results as filed in PubChem BioAssay.

These rows are one share of the data; count on the stated rates, not on these rows.
